phage Ecoli inh: growth loss of phage-infected E. coli, primary screen, RecBCD inhibitor project, absorbance, with phage, HTS. AID 651602, 2012. 360,000 compounds, 0.26% hits. inhibition, % at 11.9 µM; in the data active = inhibition above about 11%
PfHsp90 set2: growth inhibition of PfHsp90-expressing yeast, primary screen, antimalarial PfHsp90 inhibitor project, S. cerevisiae, BacTiter-Glo luminescence, single point, set 2; BacTiter-Glo ATP, 48 h; yeast lacking PDR1 and PDR3 efflux regulators; inhibition, % at 9.4 µM; 310,000 compounds, 0.32% hits; AID 504621, 2011;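 active = every replicate shows inhibition above about 80%, whatever the replicate mean, limit read from the data; inconclusive = mean inhibition reaches the set limit but some replicate falls short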;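 also: 0% = DMSO neutral controls and 100% = 20 µM radicicol positive controls; yeast relying on Plasmodium falciparum Hsp90 in place of its own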
OPRM1-OPRD1 inv: inverse agonists of MOR-DOR heterodimerization, primary screen, cell-based, luminescence; Mu-type opioid receptor (Homo sapiens) + Delta-type opioid receptor (Homo sapiens), …; cell-based MOR-DOR heterodimer luminescence, inverse agonism; inhibition, % at 9.3 µM; 340,000 compounds, 0.21% hits; in the data active = inhibition above about 22%, passing the limit was not always enough;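 also: 0% = cells with DMSO and 100% = wells without cells with DMSO; values of inactives mirror those of a sister screen read the other way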
Target sequence (P35372 whole entry, looked up): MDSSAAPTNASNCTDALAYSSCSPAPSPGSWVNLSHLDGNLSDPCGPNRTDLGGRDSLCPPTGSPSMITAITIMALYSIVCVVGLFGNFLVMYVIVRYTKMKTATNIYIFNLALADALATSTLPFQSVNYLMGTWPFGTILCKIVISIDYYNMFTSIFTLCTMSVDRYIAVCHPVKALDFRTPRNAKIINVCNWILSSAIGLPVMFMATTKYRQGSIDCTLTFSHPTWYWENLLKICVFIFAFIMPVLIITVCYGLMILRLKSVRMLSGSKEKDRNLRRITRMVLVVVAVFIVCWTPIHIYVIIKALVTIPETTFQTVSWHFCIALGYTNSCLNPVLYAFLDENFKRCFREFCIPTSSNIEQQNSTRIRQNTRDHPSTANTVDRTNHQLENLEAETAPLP
Target sequence (P41143 whole entry, looked up): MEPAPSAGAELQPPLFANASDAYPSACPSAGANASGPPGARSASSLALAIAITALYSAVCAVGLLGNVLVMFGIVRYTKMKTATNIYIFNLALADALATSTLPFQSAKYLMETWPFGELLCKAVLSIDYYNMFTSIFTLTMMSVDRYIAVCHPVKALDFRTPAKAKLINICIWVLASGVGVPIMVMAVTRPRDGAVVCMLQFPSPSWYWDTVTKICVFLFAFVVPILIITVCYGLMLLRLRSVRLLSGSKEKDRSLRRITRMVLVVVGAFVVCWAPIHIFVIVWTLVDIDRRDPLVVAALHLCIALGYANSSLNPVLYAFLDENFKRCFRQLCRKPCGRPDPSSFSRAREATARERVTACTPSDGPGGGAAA
AddAB inh: growth inhibition of E. coli expressing H. pylori AddAB, primary screen, AddAB inhibitor project, absorbance. inhibition, % at 11.9 µM. 330,000 compounds, 0.29% hits. AID 435030, 2010; in the data active = inhibition above about 12%;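 also: 0% = vehicle wells of infected cells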
Arrestin-AP2 inh: inhibitors of beta-arrestin/AP2 binding, primary screen, biochemical, GPCR trafficking, flow cytometry | FITC-arrestin peptide / GST-AP2 beads; AP2 beta2 appendage carries R879A mutation | inhibition, % at 10 µM | 340,000 compounds, 0.31% hits | AID 504490, 2011;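 active = inhibition above a set limit, near 3 SD of compounds lacking own fluorescence, cut at about 54% in these data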;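 also: plate controls were DMSO wells for no effect and 5 µM unlabelled arrestin peptide for full effect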
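System: GST-AP2 R879A glutathione beads; medium: PBS, Tween 20 0.05%, BSA 0.1%; reagent: fluorescein-tagged arrestin peptide at 50 nM final; schedule: pre-incubation 12 min, peptide binding 1 h, room temperature; detection: flow cytometry, FL1 (488/535 nm); read-out: inhibition as reduced fluorescein signal on beads, percent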
Pemphigus Ab inh: inhibitors of pemphigus antibody binding to DSG3, primary screen, biochemical, bead-based, flow cytometry, scFv-GFP; binding (percent of control), % at 10 µM; 310,000 compounds, 0.48% hits; DSG3-coupled beads, scFv-anti-DSG3-GFP binding; stronger effect = lower value; Desmoglein-3 (Homo sapiens), P32926; AID 588358, 2011;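 active = binding more than 3 SD below its plate's average and above zero; inconclusive = below that plate limit but binding exactly zero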; also: some compounds called inactive have numbers as strong as hits
MOR-DOR ag: agonists of OPRM1-OPRD1 heterodimerization, primary screen, cell-based, luminescence. Mu-type opioid receptor (Homo sapiens) + Delta-type opioid receptor (Homo sapiens), …. cells. activation, % at 9.3 µM. 340,000 compounds, 0.3% hits. AID 504326, 2011; in the data active = activation above about 18%;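 also: 0% = vehicle-treated cells and 100% = reference agonist; values of inactives mirror those of a sister screen read the other way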
SUMO Mot1 rescue: yeast Mot1-301 growth rescue at high temperature, primary screen, SUMOylation pathway inhibitor project, S. cerevisiae, ATP luminescence, 38.5C | 320,000 compounds, 1% hits | growth rescue, % at 18.8 µM | S. cerevisiae Mot1-301 growth rescue; percent above DMSO median, 100 means doubled;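 active = every valid replicate shows activation above 250% relative to neutral control wells; inactive = the rest, any valid replicate at or below 250%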;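 also: OY570 slx delta 5 strain wells were the positive control but not used for scaling; some compounds called inactive have numbers as strong as hits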
PKA-R1A act: activators of PKA-R1A holoenzyme, primary screen, biochemical, fluorescence polarization, Cy5-IP20, bovine R1A, mouse PKAc. 340,000 compounds, 0.083% hits. cAMP-dependent protein kinase type I-alpha regulatory subunit (Bos taurus) + …. PKA-R1A dissociation; scaled: DMSO 0%, 113 µM cGMP 100%. activation, % at 11.4 µM;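 active = percent activation above the mean of all tested compounds plus 3 SD, cut at about 19% in these data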;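 also: higher means more PKAc released from R1A so a rise in polarization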
Ecoli viability: E. coli V3065 growth inhibition, primary screen, counter-screen for AddAB inhibitor project, absorbance, OD600; 18 h; inhibition, % at 11.9 µM; 330,000 compounds, 0.27% hits; AID 449728, 2010;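 active = inhibition above the campaign's mean inhibition across all tested compounds plus 3 SD, cut at about 9.9% in these data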;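 also: uninfected addAB+ strain grown without phage in ampicillin broth; 0% = DMSO wells and 100% = ciprofloxacin 0.95 µg/ml wells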
Tat export inh: E. coli Tat export inhibitors, primary screen, MC4100, TorA-mCherry reporter, fluorescence, single point; 340,000 compounds, 0.036% hits; inhibition, % at 10 µM;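 active = mean replicate inhibition at least 50% and at least half of replicates individually reaching 50%; inconclusive = only one of the two criteria met; inactive = neither criterion met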;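 also: exported cargo escapes ClpAP degradation while cytoplasmic cargo is degraded and loses fluorescence; 0% = median of neutral control wells and 100% = median of NaSCN control wells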
* hit, by the source's call; ? = inconclusive; . = no result given.

item	Compound	phage Ecoli inh	PfHsp90 set2	OPRM1-OPRD1 inv	AddAB inh	Arrestin-AP2 inh	Pemphigus Ab inh	MOR-DOR ag	SUMO Mot1 rescue	PKA-R1A act	Ecoli viability	Tat export inh
1	O=C(O)c1ccc(S(=O)(=O)Nc2ccc(F)c(Cl)c2)cc1	1.2	1	12	2.4	-8	.	-2.8	-5	0	-1.3	2
2	Cc1ccc(C)c(NC(=O)c2cc([N+](=O)[O-])cc([N+](=O)[O-])c2)c1	-1.3	-7	-53	5.5	-4	108	9.5	-10	2	0.2	-1
3	CN(C)CCCN(C(=O)c1ccc(S(=O)(=O)N2CCOCC2)cc1)c1nc2cc3c(cc2s1)OCO3	0.7	-4	7	3.5	17	113	-2.2	3	1	-4.1	-8
4	C/C=C\C(=O)Nc1cccc(C2=NOC3(C2)C[C@@H](C(N)=O)N(C(=O)COc2ccc(Cl)cc2)C3)c1 (stereo partly drawn)	1.9	7	3	3.5	4	100	-0.6	-6	0	-3.7	2
5	O=C(c1cc2ccccc2oc1=O)N1CCCC1	1.4	-3	10	-2.4	4	.	-1.7	-14	4	-0.3	2
6	CSc1ccc(CN2CCN(C(=O)CC(C)C)CC2)cc1	-2.9	-21	-1	-0.2	36	115	0.2	51	-5	1.1	5
7	COc1cccc2c1OCC(C(=O)Nc1nccs1)=C2	-5.8	-13	12	-3.0	-5	102	-2.8	-7	-8	-2.1	-4
8	CCCCCOC(=O)CCN1C(=O)/C(=C2\SC(=S)N(CCC(=O)OCCCCC)C2=O)SC1=S	2.7	5	0	0.9	56*	103	0.1	-6	2	0.2	-7
9	CC(=O)Oc1ccc(OC(C)=O)c2c1CC(C)=C(C)C2	2.2	-17	39*	1.4	-17	118	-8.7	10	5	0.2	5
10	COc1ccc(-c2nc(NCCCN(C)C)c3ccccc3n2)cc1	-2.6	4	-6	-0.7	5	98	1.2	-5	-6	0.7	-9
11	Cc1ccc(NC(=O)CC2C(=O)NCCN2C(=S)Nc2ccccc2)c(C)c1 (stereo not drawn)	2.6	20	4	1.6	5	102	-0.7	18	-8	-0.3	4
12	CN(CC(=O)Nc1ccc(N2CCOCC2)cc1)CC(=O)Nc1ccccc1C#N	-1.2	-19	19	5.1	5	96	-3.5	-15	11	-0.3	3
13	COc1cc(/C(C)=N/N2CCN(c3ccccc3OC)CC2)ccc1O	-1.3	1	2	0.4	-8	123	-0.4	-21	2	-0.3	10
14	CCOC(=O)c1sc(NC(=O)c2ccoc2C)c(C(N)=O)c1C	1.2	3	4	-0.1	6	.	-0.7	17	-4	-2.6	-2
15	Cc1ccc(C(=O)NNC(=O)c2ccccc2-n2cccc2)cc1	0.7	-7	-3	-2.4	4	109	0.5	77	-24	-0.8	-2
16	Cc1ccc(NC(=O)c2cc(N3C(=O)C4CC=CCC4C3=O)ccc2N2CCOCC2)cc1Cl (stereo not drawn)	.	0	11	2.2	12	105	-2.3	-13	5	-3.9	?
17	O=C(c1ccccc1)c1ccc(COC(=O)c2cnccn2)cc1	3.3	-5	4	-0.2	-2	100	-0.8	-2	-4	-1.9	6
18	COc1ccc2c(c1)[nH]c1c(=O)n(CCCN3CCOCC3)cnc12	4.2	-2	4	1.1	13	105	-0.6	-19	-2	0.6	-4
19	O=C(N[C@@H](Cc1c[nH]c2ccccc12)C(=O)O)c1ccc(Cl)cc1	1.2	.	16	4.5	2	114	-3.2	167	-6	-0.3	3
20	O=C(CSc1nnc2ccc(-c3ccc(F)cc3)nn12)N1CCOCC1	-0.5	.	3	-2.0	0	104	-0.6	12	10	-2.4	-6
21	Cc1ccccc1S(=O)(=O)Cc1ccc(C(=O)N2CCN(c3cccc(C)c3C)CC2)o1	2.0	12	-18	-1.1	0	80	3.3	.	-4	-1.8	19
22	O=C(NCCCNC(=O)c1ccccc1)c1ccccc1	1.5	.	.	0.6	2	107	.	14	.	-0.2	.
23	CCOC(=O)C(=O)Nc1ccc(F)cc1	-1.0	-8	-13	1.6	9	117	2.3	12	-14	1.6	0
24	COc1ccc(C)cc1NC(=O)CN1C(=O)CSc2ccc(S(=O)(=O)N3CCCC3)cc21	1.3	4	6	4.5	-10	87	-1.1	-5	-8	-2.4	8
25	CCOC(=O)c1c(-c2ccccc2)nnn1-c1nc(OCC)nc(N2CCCCC2)n1	1.0	-17	-22	2.5	20	103	3.9	6	5	-1.0	12
26	CCCNC(=O)CCn1nc(-c2ccc(C)cc2)c2ccccc2c1=O	-0.7	-15	20	1.1	0	103	-4.6	-6	-3	1.1	-3
27	O=C(COc1ccc(F)cc1)NCC1CCCO1 (stereo not drawn)	1.2	-13	4	1.6	17	100	-0.7	20	-2	0.7	-6
28	O=[N+]([O-])c1ccccc1SN(Cc1ccccc1)c1ccccn1	7.7	0	-4	0.2	-9	98	0.8	376*	-8	2.8	-1
29	Cc1ccccc1CC(=O)N1CC(C)OC(C)C1 (stereo not drawn)	-2.6	-7	9	-0.2	28	102	-2.0	3	-10	-3.7	-1
30	O=C1C(Cl)=C(NCCc2ccccc2)C(=O)N1CCc1ccccc1	2.2	8	-7	0.6	3	94	1.3	36	3	-2.3	-4
31	CCN1C(=O)/C(=C/c2ccc(C)s2)NC1=S	2.7	-1	-15	1.6	-8	105	2.5	0	4	3.5	-2
32	O=C(Nc1nc(-c2cccs2)c(-c2cccs2)s1)C1(c2ccccc2)CC1	4.0	10	15	-0.4	31	124	-2.9	-6	-7	-1.6	2
33	CCC1(c2ccc(Cl)cc2)NC(=S)N(c2ccccc2)N1 (stereo not drawn)	3.0	15	-10	-0.5	-4	103	1.6	33	-8	-2.8	-2
34	CCC1CCCCN1CCCNC(=O)c1cn(CC(C)C)c(=O)c2cc(OC)c(OC)cc12 (stereo not drawn)	-0.5	22	4	-1.3	20	101	-0.7	-5	-2	-1.9	-4
35	COc1ccc(C2c3c(oc4ccccc4c3=O)C(=O)N2c2ccc(C)cn2)cc1OC (stereo not drawn)	0.3	4	5	2.5	1	101	-0.9	-27	-11	2.2	5
36	O=C(/C(=N/N=C/c1ccc(O)c(O)c1O)c1ccccc1)c1ccccc1	12*	-20	-47	7.5	2	77	9.3	10	-2	5.9	6
37	COc1ccc2c(c1)O[C@H]1c3ccc(O)cc3OC[C@@H]21	2.3	-93	3	2.9	-8	101	-0.6	19	-2	-0.5	8
38	O=C(NCc1cccc(F)c1)C1CCC(=O)N(C2CC2)C1 (stereo not drawn)	3.6	-1	14	-1.6	-7	108	-2.6	-5	-2	0.4	0
39	CCN1CCc2c(sc(NC(=O)Cc3ccccc3)c2C(=O)OC)C1	3.3	-37	2	-1.9	9	104	-0.4	-2	5	-1.9	1
40	CC1CCCN(C(=O)COC(=O)c2ccc[nH]c2=O)C1 (stereo not drawn)	2.1	-30	7	2.4	9	108	-1.1	-1	8	0.5	1
41	COC(=O)CN1CCN(C(c2ccccc2)c2ccccc2)CC1	4.3	19	16	1.9	-5	101	-3.2	33	6	-1.7	0
42	Cc1cccc(N(CC(=O)NC2CCCC2)C(=O)CS(=O)CC(=O)Nc2ccc3c(c2)OCO3)c1 (stereo not drawn)	2.1	18	11	1.0	-2	.	-2.1	.	-6	2.1	5
43	CN1CCN(c2cc(-c3ccccc3)nc3cc(-c4ccc(F)cc4)nn23)CC1	0.4	.	-27	1.8	2	122	5.4	-1	-3	-1.0	-12
44	Cc1cccc2c(=O)cc(C)n(CC(N)=O)c12	2.8	17	7	3.1	10	.	-1.5	-1	-9	0.2	-4
45	CCOC(=O)c1cnn(-c2nc(-c3ccc(F)cc3)cs2)c1C(F)(F)F	-0.1	-9	-5	0.7	-4	97	1.0	0	-11	-1.4	-5
46	CCC(C(=O)OCC(=O)Nc1ccc(Cl)c(S(=O)(=O)N(C)C)c1)c1ccccc1 (stereo not drawn)	4.0	-2	-28	-0.6	1	.	5.7	109	-8	-1.2	8
47	Cc1cccc(NC(=S)NCc2cccn2C)c1	1.2	.	8	0.8	7	96	-1.6	-27	12	-1.9	14
48	O=C(CSc1nnnn1-c1ccc(O)cc1)Nc1ccc(N2CCOCC2)c(Cl)c1	1.1	.	4	0.2	22	100	-0.8	3	-4	-1.7	9
49	C/C(=N\NC(=O)CCc1ccccc1)c1ccc(Br)cc1	3.6	6	-1	2.7	-2	102	0.2	1	-3	-0.1	-1

In a second layout: 6 of the compounds above.
43) CN1CCN(c2cc(-c3ccccc3)nc3cc(-c4ccc(F)cc4)nn23)CC1
32) O=C(Nc1nc(-c2cccs2)c(-c2cccs2)s1)C1(c2ccccc2)CC1
34) CCC1CCCCN1CCCNC(=O)c1cn(CC(C)C)c(=O)c2cc(OC)c(OC)cc12 (stereo not drawn)
39) CCN1CCc2c(sc(NC(=O)Cc3ccccc3)c2C(=O)OC)C1
47) Cc1cccc(NC(=S)NCc2cccn2C)c1
31) CCN1C(=O)/C(=C/c2ccc(C)s2)NC1=S
assay / entry | 43 | 32 | 34 | 39 | 47 | 31
phage Ecoli inh | 0.4 | 4.0 | -0.5 | 3.3 | 1.2 | 2.7
PfHsp90 set2 | . | 10 | 22 | -37 | . | -1
OPRM1-OPRD1 inv | -27 | 15 | 4 | 2 | 8 | -15
AddAB inh | 1.8 | -0.4 | -1.3 | -1.9 | 0.8 | 1.6
Arrestin-AP2 inh | 2 | 31 | 20 | 9 | 7 | -8
Pemphigus Ab inh | 122 | 124 | 101 | 104 | 96 | 105
MOR-DOR ag | 5.4 | -2.9 | -0.7 | -0.4 | -1.6 | 2.5
SUMO Mot1 rescue | -1 | -6 | -5 | -2 | -27 | 0
PKA-R1A act | -3 | -7 | -2 | 5 | 12 | 4
Ecoli viability | -1.0 | -1.6 | -1.9 | -1.9 | -1.9 | 3.5
Tat export inh | -12 | 2 | -4 | 1 | 14 | -2
